MCL1-BIM inh = inhibitors of MCL1 binding to BIM-BH3, primary screen, biochemical, fluorescence polarization. AID 2057, 2009. Induced myeloid leukemia cell differentiation protein Mcl-1 (Homo sapiens), Q07820. GST-MCL1 / FITC-Bim-BH3 fluorescence polarization. inhibition, % at 10.9 µM. actives 0.68% (n = 320,000);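 active means inhibition above the mean inhibition of all tested compounds plus 3 SD, set per campaign, cut at about 40% in these data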;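 further: 0% = DMSO wells and 100% = unlabeled Bim-BH3 peptide control; higher means more loss of mP so more displacement of Bim peptide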
Target sequence (Q07820 whole entry, looked up): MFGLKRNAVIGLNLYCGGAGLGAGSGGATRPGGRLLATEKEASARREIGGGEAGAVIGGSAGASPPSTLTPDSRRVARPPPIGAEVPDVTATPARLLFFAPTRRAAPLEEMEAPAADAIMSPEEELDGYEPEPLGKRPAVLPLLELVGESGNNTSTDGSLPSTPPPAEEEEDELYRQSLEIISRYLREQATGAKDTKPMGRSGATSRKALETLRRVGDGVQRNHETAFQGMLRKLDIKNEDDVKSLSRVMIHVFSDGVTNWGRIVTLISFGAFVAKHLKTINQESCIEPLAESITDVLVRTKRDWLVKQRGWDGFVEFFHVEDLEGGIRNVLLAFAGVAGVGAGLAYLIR
PME-1 primary = PME-1 inhibitors via competitive probe labeling, primary screen, biochemical, fluorescence polarization, FP-Rh probe, HTS; recombinant PME-1; actives 0.53% (n = 320,000); inhibition, % at 5.9 µM;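 active means inhibition above the campaign mean of all compounds plus 3 SD, cut at about 26% in these data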;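 further: competitive labeling of PME-1 active site by serine hydrolase directed probe; 0% = PME-1 with DMSO and 100% = wells lacking PME-1 enzyme; inhibitors block probe labeling so polarization falls and inhibition rises; many of its hits are not listed in these tables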
Bcl-xL primary = inhibitors of human Bcl-xL, primary screen, biochemical, fluorescence polarization, HTS | inhibition, % at 10.9 µM | Bcl-2-like protein 1 (Homo sapiens), Q07817 | actives 0.7% (n = 320,000) | GST-Bcl-xL / FITC-Bim BH3 peptide fluorescence polarization;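 active means inhibition above the mean of all tested compounds plus 3 SD, cutoff set per campaign, cut at about 30% in these data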;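 further: 0% = DMSO wells and 100% = unlabeled Bim-BH3 peptide competitor; inhibitors lower millipolarization by displacing the labeled peptide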
Target sequence (Q07817 whole entry, looked up): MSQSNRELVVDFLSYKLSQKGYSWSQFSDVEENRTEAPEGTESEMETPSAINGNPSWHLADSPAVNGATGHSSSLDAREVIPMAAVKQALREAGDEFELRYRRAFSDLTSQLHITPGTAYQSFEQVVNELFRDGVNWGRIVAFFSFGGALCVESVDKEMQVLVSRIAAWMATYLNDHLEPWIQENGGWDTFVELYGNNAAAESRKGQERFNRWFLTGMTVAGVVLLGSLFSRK
GRK2 aptamer HTS = compounds blocking aptamer binding on GRK2 – biochemical, human GRK2, bead flow cytometry, HTS, primary screen; Beta-adrenergic receptor kinase 1 (Homo sapiens), P25098; FAM-aptamer displacement from GRK2; inhibition of aptamer binding, % at 10 µM; actives 0.59% (n = 330,000);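 active means inhibition of aptamer binding above 40%, roughly 3 SD of noise, on plates passing a quality check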;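 further: median bead fluorescence of bound FAM aptamer so fluorescent compounds give negative values; no value below 0 was filed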
GLD-1 TGE inh = GLD-1/TGE RNA complex disruptors, primary screen, biochemical, fluorescence polarization; Female germline-specific tumor suppressor gld-1 (Caenorhabditis elegans), Q17339; purified GLD-1 + fluorescein TGE RNA; inhibition, % at 5.96 µM; actives 0.44% (n = 320,000);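 active means percent inhibition above a per-plate cutoff, the plate mean of test compounds plus 3 SD, cut at about 30% in these data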;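 further: 0% = DMSO wells with GLD-1 and probe and 100% = wells lacking GLD-1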
MEX-5 binding = MEX-5 zinc finger RNA-binding disruptors – biochemical, C. elegans, fluorescence polarization, MLPCN library, primary screen; activity score (negative = inhibition of binding), % at 10 µM; actives 0.38% (n = 300,000); MEX-5/FITC-TCR2 RNA binding; stronger effect = lower value; AID 1832, 2009;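 active means inhibition past about -25% in most replicates, and total fluorescence under double the plate's negative control median, limit read from the data; inconclusive means replicates evenly split on the limit, or fluorescence at least double controls; inactive means too little inhibition in most replicates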;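 further: 0% = DMSO and -100% = 5 µM competing unlabeled TCR2 RNA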
Target sequence (Q9XUB2 whole entry, looked up): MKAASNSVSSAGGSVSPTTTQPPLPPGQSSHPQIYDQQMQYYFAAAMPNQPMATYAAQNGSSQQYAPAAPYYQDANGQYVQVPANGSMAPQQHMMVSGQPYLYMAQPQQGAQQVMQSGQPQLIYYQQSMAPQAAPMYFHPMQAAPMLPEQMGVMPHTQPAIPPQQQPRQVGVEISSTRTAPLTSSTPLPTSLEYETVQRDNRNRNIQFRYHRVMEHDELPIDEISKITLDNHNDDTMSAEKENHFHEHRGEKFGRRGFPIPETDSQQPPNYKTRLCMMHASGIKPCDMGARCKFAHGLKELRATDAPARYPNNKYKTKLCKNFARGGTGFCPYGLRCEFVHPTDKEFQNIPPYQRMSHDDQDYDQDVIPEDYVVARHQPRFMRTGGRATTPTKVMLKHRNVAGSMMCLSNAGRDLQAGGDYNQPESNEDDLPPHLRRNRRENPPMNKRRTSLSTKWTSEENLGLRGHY
VLA-4 inh = inhibition in human VLA-4 binding assay, primary screen, VLA-4 allosteric modulator project, MLPCN library, flow cytometry, VLA-4 expressing cells; Integrin alpha-4 (Homo sapiens), P13612; ligand binding flow cytometry; inhibition, % (about 7 µM as worked out from the volumes in the protocol); actives 0.2% (n = 330,000); AID 2557, 2010; in the data active means inhibition above about 50%
Fam108B counter = mouse Fam108B serine hydrolase inhibitors, primary screen, counter-screen for RBBP9 inhibitor project, biochemical, fluorescence polarization; recombinant Fam108B, FP-Rh probe fluorescence polarization; inhibition, % at 9.51 µM; actives 0.33% (n = 300,000);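 active means inhibition above the screen mean inhibition plus 3 SD, computed separately per campaign, cut at about 18% in these data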;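 further: inhibitors lower polarization as less probe binds the enzyme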
Efflux pump mplx = inhibitors of Candida efflux pumps in yeast, primary screen, S. cerevisiae, Nile Red, multiplex. actives 0.44% (n = 330,000). inhibition, % at 10 µM. S. cerevisiae Candida pump triplex. AID 485275, 2010;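 active means plate passing quality check with inhibition over a set limit, or well fluorescence over plate mean plus 4 SD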;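 further: Nile Red retained in pooled yeast measured as flow cytometry median fluorescence; 0% = buffer negative control and 100% = Enniatin B positive control; higher means more Nile Red kept so more efflux inhibition; some compounds called inactive have numbers as strong as hits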
Active calls of the source: *; ? = inconclusive; . = not tested or not shown; & = joins results of further samples.

Order of results – MCL1-BIM inh	PME-1 primary	Bcl-xL primary	GRK2 aptamer HTS	GLD-1 TGE inh	MEX-5 binding	VLA-4 inh	Fam108B counter	Efflux pump mplx
- Cn1c(NCCCN2CCOCC2)nc2c1c(=O)n(Cc1ccc(Cl)cc1Cl)c(=O)n2C
→ 3	2	8	0	1	-5.4	18	2	-0.1
- COc1cc(S(=O)(=O)N2CCC(c3nc4ccccc4s3)CC2)ccc1S(=O)(=O)NC1CCCC1
→ -3	3	-4	0	-1	1.9	17	-1	-0.2
- Cc1cc([N+](=O)[O-])nn1CCC(=O)Nc1nccs1
→ 1	0	4	0	-1	0.4	4	-2	0.1
- CC(=O)Nc1ccc(NC(=O)[C@@H](NC(=O)c2cccc(C)c2)C(C)C)cc1
→ 4	-8	4	2	-2	-1.4	15	0	-0.2
- CCOC(=O)C(NC(=O)c1ccccc1)=C1C=C(C)OC(C)=C1
→ 16	-7	14	0	1	-0.7	10	1	0.1
- COc1cc2c(cc1OC)-c1nnc(-c3cccs3)n1C(C)(C)C2
→ 4	-2	3	2	11	-4.0	2	-2	0.5
- COc1cccc(NC(=O)Cn2c(SCC(=O)N3CCOCC3)nc3ccccc32)c1
→ 1	5	-5	0	-3	-0.7	3	1	0.0
- Cc1ccc(-c2csc(N3CCN(c4ccc5nc(-c6ccncc6)n(CCN6CCCCC6)c5c4)CC3)n2)cc1
→ -2	1	-2	0	-7	-3.6	5	-1	0.2
- CCOC(=O)C1(S(=O)(=O)c2ccc(Cl)cc2)CCN(Cc2ccccc2)CC1
→ 7	6	2	0	7	0.7	-14	4	0.0
- N#CCc1ccc(Oc2ncccn2)cc1
→ -7	3	-2	0	9	3.5	30	3	0.1
- O=S(=O)(NC1CCCCC1NCc1ccco1)c1ccc(Cl)cc1 (stereo not given)
→ 2	0	5	0	3	0.6	4	-2	0.1
- COc1ccc([C@@H]2CC(=O)c3c(O)cc(O[C@@H]4O[C@H](CO[C@@H]5O[C@@H](C)[C@H](O)[C@@H](O)[C@H]5O)[C@@H](O)[C@H](O)[C@H]4O)cc3O2)cc1O
→ 4	-4	4	56*	-3	-1.5	-16	8	-0.3
- CC(C)C(=O)NCCc1nc(-c2ccc(Cl)cc2)no1
→ -2	1	-2	1	5	-1.7	9	-1	0.0
- Cc1sc2ncnc(N3CCC(C(=O)Nc4nnc(CC(C)C)s4)CC3)c2c1C
→ -1	5	6	6	6	0.9	0	4	0.1
- O=C(Nc1nnc(COc2ccccc2F)s1)Nc1ccccc1F
→ 2	-36	6	0	3	-1.6	0	-8	0.0
- CS(=O)(=O)N1CCc2cc(NC(=O)c3ccc(Cl)cc3Cl)ccc21
→ -6	-2	3	0	3	0.2	11	-1	-0.1
- Cc1noc(C)c1C(=O)NCc1ccco1
→ 3	4	3	3	8	2.2	8	1	0.0
- O=C(COC(=O)C1CC(=O)N(Cc2ccccc2)C1)Nc1cccc([N+](=O)[O-])c1 (stereo not given)
→ .	.	.	5	2	.	11	.	-0.1
- O=C(CCl)NCCN1C(=O)S/C(=C\c2cccnc2)C1=O
→ 6	5	2	0	-4	-60*	-5	-3	-0.1
- COc1ccc(C2C(C(=O)c3ccc(C)o3)=C(O)C(=O)N2CC2CCCO2)cc1OC (stereo not given)
→ 1	-2	1	0	5	0.6	0	2	0.2
- COc1ccc(CCNC(=O)c2cccc3ccccc23)cc1OC
→ -3	5	-2	0	-1	3.8	10	4	0.4
- Oc1cccc2c(NC(=S)Nc3ccc(SC(F)F)cc3)cccc12
→ 25	1	21	4	-4	-1.8	6	6	0.0
- Cc1cc(C)nc(SCc2ccc(C(=O)N/N=C/c3ccc(C(=O)O)cc3)cc2)n1
→ 3	-14	1	0	3	-2.0	-2	-4	0.4
- COc1ccc(Nc2cc(C)nc3ncnn23)cc1Cl
→ -8	-5	4	2	-5	1.2	1	1	-0.1
- COc1ccc(C(=O)C2CCCN(C(=O)c3cccnc3OC)C2)cc1F (stereo not given)
→ 2	2	6	0	5	1.4	24	0	0.0
- Cc1cc(NS(=O)(=O)c2ccc(NC(=O)Cc3cccs3)cc2)no1
→ 8	0	4	0	-1	-5.1	13	-4	0.0
- CCOc1cc(/C=N/NC(=O)CN2CCCCC2)ccc1O
→ 2	-2	0	0	1	-0.5	8	0	-0.1
- CC[N+](CC)(CCCCS(=O)(=O)[O-])CCNP1(=O)C=C(c2ccccc2)OC(c2ccccc2)=C1
→ -14	1	-8	3	-10	-3.2	15	-3	0.2
- COc1ccccc1/C=C/C=N/NC(=O)c1ccncc1
→ 7	4	1	0	-1	-1.9	2	1	0.2
- COCCCNC(=O)c1ccc2c(=O)n(Cc3ccccc3OC)c(=S)[nH]c2c1
→ -8	2	-9	7	-9	0.0	5	0	0.1
- CCc1ccc(NC(=O)C2CCN(S(=O)(=O)c3cccs3)CC2)cc1
→ 3	7	3	0	-5	-3.2	9	2	0.4
- CC(=O)N(c1ccccc1)c1nc(/C=C/C(=O)O)cs1
→ -1	0	2	0	0	0.9	16	1	0.0
- CCOc1ccc(NC(=O)CSC2=NN3CCCC(=O)N=C3S2)cc1
→ 6	-2	2	5	13	1.7	-4	1	-0.1
- CCc1c(C)nc(N)n2c(SCC(=O)Nc3ccccc3OC)nnc12
→ 8	-2	0	1	3	.	15	-5	0.0
- Cc1nn(-c2ccccc2)c2c1C(c1cccc([N+](=O)[O-])c1)N(c1ccccc1)C(=O)N2 (stereo not given)
→ 8	-4	4	6	3	0.1	11	-11	-1.2
- O=C(c1cc(O)c(O)c([N+](=O)[O-])c1)c1ccccc1F
→ 17	12	11	1	2	.	-10	49*	0.0
- Cn1cccc1C(=O)OCc1cc(Cl)cc2c1OCOC2
→ -8	2	2	0	4	1.5	13	1	-0.2
- CCOc1ncccc1C(=O)N1CCN(S(=O)(=O)c2ccc3ccccc3c2)CC1
→ 1	0	7	0	1	1.3	-6	3	-0.2
- C=CCN1CC(C)/C(=N\O)CC1C (stereo not given)
→ -3	-1	-2	1	-2	0.1	17	-1	0.1
- O=C(Nc1nnc(-c2ccccc2)s1)c1ccccc1O
→ 0	-3	6	0	1	-1.5	-9	3	-0.2
- CC(=O)Nc1ccc(NC(=O)c2ccc(COc3ccccc3Br)o2)cc1
→ .	.	.	0	.	1.6	23	.	0.0
- Cc1cc(C)n(CC(=O)N/N=C/c2ccc([N+](=O)[O-])s2)n1
→ 15	-2	3	1	7	-1.2	-14	6	0.4
- COc1ccc(/C(O)=C2/C(=O)C(=O)N(CC3CCCO3)C2c2ccc(O)c(OC)c2)cc1 (stereo not given)
→ 4	-4	9	2	-3	1.3	4	0	0.0
- CCCCOc1ccccc1C1NC(=O)CCC1[N+](=O)[O-] (stereo not given)
→ 1	-2	3	0	3	-2.1	22	-2	0.4
- CCOC(=O)c1c(-c2ccc(C)s2)csc1NC(=O)c1cccs1
→ 5	-7	2	0	2	-3.4	12	-6	0.0
- CC1(C)NC(=O)N(CCCOc2ccccc2Br)C1=O
→ 1	-4	5	3	-5	-0.2	19	7	0.0
- CCOC(=O)Cn1c(=O)n(Cc2ccc(OC)cc2)c(=O)c2cccnc21
→ 2	-2	2	4	3	1.1	10	1	-0.1
- O=c1c2c(nc3c(-c4cccc5ccccc45)c[nH]n13)CCC2
→ 4	15	3	3	5	-0.9	-7	4	0.1
- CC(=O)Nc1ccc(N2C(C(C)=O)=NN(c3ccccc3)C2c2cccs2)cc1 (stereo not given)
→ -9	2	-7	1	-2	1.6	0	1	0.1
- CC1=C[C@@H](C)[C@@H](c2ccc(C(F)(F)F)cc2)OC1=O
→ 0	-5	4	0	3	1.1	6	1	-0.1
- Cc1ccc(N(CC(=O)NCc2ccco2)C(=O)CNS(=O)(=O)c2ccc(F)cc2)c(C)c1
→ 0	5	-2	0	2	0.4	3	0	0.0
- CCN(CC)S(=O)(=O)c1ccc(C(=O)NC(C)(C)C)cc1
→ -3	1	2	0	-5	0.8	10	-2	0.1
- CC(C)(C)OC(=O)NCc1ccc(NC(=O)c2nc[nH]c2C(=O)NCCN(CCNC(=O)c2[nH]cnc2C(=O)Nc2ccc(CNC(=O)OC(C)(C)C)cc2)CCNC(=O)c2[nH]cnc2C(=O)Nc2ccc(CNC(=O)OC(C)(C)C)cc2)cc1
→ .	.	.	3	4	.	3	.	0.4
- Cc1ccc(C)c(NC(=O)c2sc(Cl)nc2-c2ccccc2)c1
→ 9	5	0	2	-1	-1.3	-7	0	-0.1
- CN1/C(=C/C=C(C#N)C#N)C(C)(C)c2ccccc21
→ 13	51*	47*	0	-114	-87*	4	-57	0.2
- O=S(=O)(Cc1cc(-c2ccc(Cl)cc2)no1)c1ccccc1
→ 3	-4	0	1	10	1.8	9	-1	-0.1
- Cc1cc(C=C2C(=O)c3ccccc3C2=O)c(C)n1-c1cccc(C(=O)O)c1
→ 3	-34	11	2	2	-5.0	5	2	-0.1
- CCOc1ccc(-n2c(COc3ccc(C)cc3)nnc2SCC(N)=O)cc1
→ -14	13	-12	0	-4	-1.0	-18	-3	0.1
- CC(C)(C)NC(=O)Nc1ccccc1C(N)=O
→ 6	-5	4	8	-6	3.2	-6	1	0.0
- Cc1nccn1CC1CCc2c(c3ccccc3n2C)C1=O (stereo not given)
→ -7&3	1&-4	-2&2	0&3	2&0	2.0&5.6	2&3	-5&-1	-0.2&-0.1

More results:
Order of results – MCL1-BIM inh	PME-1 primary	Bcl-xL primary	GRK2 aptamer HTS	GLD-1 TGE inh	MEX-5 binding	VLA-4 inh	Fam108B counter	Efflux pump mplx
- COc1cccc(NC(=O)Cn2c3ccc(OC)cc3c3nc4n(c(=O)c32)CCS4)c1
→ -1	-2	4	2	-1	-2.4	3	-1	0.0
- COc1ccc(-n2c(NNC(C)=O)nc3sc4c(c3c2=O)CCCC4)cc1
→ -3	0	-1	3	-4	?	9	-2	0.4
- Cc1cc(C)c[n+](CC(=O)c2ccccc2)c1
→ .	.	.	1	.	0.0	-3	.	0.0
- N#Cc1cc(Sc2ccccn2)c([N+](=O)[O-])cc1C#N
→ -17	-1	-22	0	-17	-1.2	-49	1	0.2
- COc1ccc(CC(=O)OCC(=O)N2N=C(c3ccccc3)CC2c2ccc(OC)cc2)cc1 (stereo not given)
→ 3	-3	6	0	0	-1.2	-5	-7	0.2
- CC(C)N=c1cc2n(-c3ccc(Cl)cc3)c3ccccc3nc-2cc1Nc1ccc(Cl)cc1
→ 118*	32*	78*	11	29	0.1	-33	39*	0.0
- O=c1c2ccccc2oc2ccc(C#CC3(O)CCCCC3)cc12
→ 1	-12	4	0	1	-3.4	-7	5	-0.1
- C=CCn1c(SCC(=O)O)nc2sc(CC)cc2c1=O
→ -3	-2	2	0	4	2.3	-23	-3	-0.2

Source: PubChem BioAssay (several laboratories)

An excerpt (hit frequency here may not be typical).
